Compound activity from PubChem.
Gal4-VP16 FLuc: inhibits Gal4-VP16 luciferase reporter, ROR gamma counter-screen; Drosophila S2 Gal4-VP16 UAS-luciferase, luminescence, 20 h; Potency, µM (series often up to 53.6 µM), for inactives: top-dose activity, negative = inhibition, hits mostly inhibitors; actives 3.5% (n = 310,000); AID 2546;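 further: Gal4-VP16 expression switched on by copper sulfate through the metallothionein promoter; potency means the concentration at half of the fitted maximal effect; on the % scale 0 is the no-effect control and ±100 the full control effect; nearly all actives have a fitted effect of over 50% in size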
Giardia killer: Giardia lamblia killing. actives 0.15% (n = 340,000). activity change, % at 7.66 µM, hits read low. Giardia lamblia trophozoite viability; in the data active means activity change below about -80%; inconclusive means between about -30% and that limit;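 further: parasites exposed to compound for two days anaerobically before the ATP read; on the % scale 0 is the no-effect control and ±100 the full control effect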
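Luminescence from cellular ATP indicates surviving trophozoites (100 cells/well) following 48 hrs anaerobic compound treatment at 37 deg C; signal develops 15-30 min at room temperature.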
ELG1 genotox: inducers of genotoxicity in HEK293T ELG1-luciferase cells; Potency, µM (highest dose often 46 µM), without a hit: top-dose activity change, positive = activation, actives largely listed as activators; HEK293T ELG1-luciferase reporter, luminescence, 16 h; AID 504466; actives 1.3% (n = 330,000); further: potency means the concentration at half of the fitted maximal effect; % of control where 0% means no effect; nearly all actives have a fitted effect of over 60% in size
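Reporter readout depends on ELG1 protein level, which increases with genetic stress. After 16 hr compound exposure at 37 °C, luciferase activity was quantified using ONE-Glo.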
Menin-MLL TR inh: menin-MLL binding inhibition, Texas Red mutant peptide. O00255. Menin + Texas Red MLL mutant peptide, fluorescence polarization. Potency, µM (highest dose often 61.6 µM), without a hit: at the top dose FP activity change, negative = inhibition, usual class: inhibitors. actives 0.23% (n = 270,000); active means well fitted inhibition curve with a large enough effect in the polarisation, with a control signal flat, not every such curve was filed as active; inconclusive means small, poorly fitted or top-dose-only effect, or effect the other way, or a change in a side signal; inactive means no such curve, though single readings can be large or run the other way; the % refers to the polarisation; further: potency means the concentration at half of the fitted maximal effect; % of control where 0% means no effect; many of its hits are not listed in these tables
p53 reactivation: restores transcriptional activity of mutant p53. H1299 p53-A138V BP100-luciferase reporter, luminescence, 24 h. actives 0.063% (n = 320,000). Potency, µM (titrated, usually from 92.2 µM), for inactives: top-dose activity change, positive = activation, most hits filed as activators; further: potency means the concentration at half of the fitted maximal effect; % of control where 0% means no effect; nearly all actives have a fitted effect of over 45% in size
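H1299 (p53-null), stable ts p53-A138V + BP100-Luc; 1000 cells/well, Opti-MEM/10% FBS; cpd 4 pt, 1:5; 24 h, 37 deg C, 5% CO2; detection reagent 10 min RT; luminescence.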
BRCA1 expr act: BRCA1 expression activation; MCF7-BRCA1-FFLuc reporter, luminescence, 48 h; response scale: scaled: vehicle 0%, 10 µM genistein 100%; Potency, µM (highest dose often 46.1 µM), for inactives: top-dose activation, usual class: activators; actives 1.1% (n = 380,000); AID 624202; further: potency means the concentration at half of the fitted maximal effect; nearly all actives have a fitted effect of over 80% in size; some results filed as inactive show a strong effect at the top dose
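Quantitative HTS in MCF7 cells stably reporting BRCA1 expression via firefly luciferase. Compound treatment lasts 48 h at 37 °C in phenol-red free MEM. Activation is expressed relative to genistein at 10 microM and DMSO.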
NPC1 promoter act: activators of NPC1 promoter. Huh7 NPC1 promoter luciferase reporter, 24 h. Potency, µM (doses to about 9.22 µM), for inactives: at the top dose activation, hits mostly activators. actives 2.4% (n = 320,000). AID 485313;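 further: potency means the concentration at half of the fitted maximal effect; % of control where 0% means no effect; nearly all actives have a fitted effect of over 60% in size; reporter is driven by a mutant NPC1 promoter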
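Stable NPC1-promoter luciferase Huh7 line; cpd (DMSO) 24 h, 37 °C, 5% CO2; Amplite luciferase reagent 10 min RT; luminescence readout. qHTS format.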
PKM2 act: increases activity of human pyruvate kinase M2 | actives 0.34% (n = 260,000) | P14618 | purified PKM2, Kinase-Glo ATP luminescence, activation; response scale: 0% is enzyme alone, no compound | AID 1631 | Potency, µM (highest dose often 57.5 µM), inactives show at the highest dose activation, actives largely listed as activators; further: potency means the concentration at half of the fitted maximal effect; on the % scale 0 is the no-effect control and ±100 the full control effect; nearly all actives have a fitted effect of over 55% in size
Target sequence (P14618 whole entry, looked up): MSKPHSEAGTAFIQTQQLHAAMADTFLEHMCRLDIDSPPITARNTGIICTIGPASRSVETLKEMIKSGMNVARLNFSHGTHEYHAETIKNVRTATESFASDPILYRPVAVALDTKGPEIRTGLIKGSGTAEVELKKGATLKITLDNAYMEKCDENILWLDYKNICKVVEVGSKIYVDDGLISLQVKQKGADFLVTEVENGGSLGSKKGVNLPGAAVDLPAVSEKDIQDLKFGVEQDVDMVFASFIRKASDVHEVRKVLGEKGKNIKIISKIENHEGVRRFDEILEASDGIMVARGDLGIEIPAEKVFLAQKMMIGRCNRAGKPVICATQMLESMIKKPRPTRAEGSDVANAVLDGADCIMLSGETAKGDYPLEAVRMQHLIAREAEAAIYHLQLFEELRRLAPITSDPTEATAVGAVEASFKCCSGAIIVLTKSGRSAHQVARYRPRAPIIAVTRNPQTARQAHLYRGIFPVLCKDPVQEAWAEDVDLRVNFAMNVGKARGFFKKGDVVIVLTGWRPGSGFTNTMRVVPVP
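Kinase-Glo luminescence reports ATP generated from ADP (0.1 mM) and PEP (0.5 mM) by purified hPK-M2 after 1 h at room temperature, pH 7.2 imidazole buffer; intermediate enzyme activity allows detecting inhibitors and activators.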
RORgamma inh: ROR gamma (mouse) transcription inhibition. Potency, µM (titrated, usually from 53.6 µM), inactives show at the highest dose activity change, negative = inhibition, most hits filed as inhibitors. Drosophila S2 Gal4-RORgamma UAS-luciferase reporter, 20 h. actives 5.4% (n = 310,000). AID 2551. P51450; further: potency means the concentration at half of the fitted maximal effect; on the % scale 0 is the no-effect control and ±100 the full control effect; nearly all actives have a fitted effect of over 60% in size
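Schneider cells (Drosophila), stable Gal4 DBD–ROR gamma + UAS-luc; 1 hr cmpd preincubation; Cu2+ induction 700 uM final; 20 hr ambient; luminescence.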
FLuc counter: counter-screen for miR-21 project: firefly luciferase inhibitors or activators; purified FLuc, Km substrates, luminescence inhibition; AID 588342; Potency, µM (top dose mostly 57.5 µM), for the others: at the highest dose activity change, negative = inhibition, hits mostly inhibitors; P08659; actives 6.9% (n = 360,000);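 further: potency means the concentration at half of the fitted maximal effect; plate controls were vehicle for no effect and reference inhibitor for full effect; nearly all actives have a fitted effect of over 55% in size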
Target sequence (P08659 whole entry, looked up): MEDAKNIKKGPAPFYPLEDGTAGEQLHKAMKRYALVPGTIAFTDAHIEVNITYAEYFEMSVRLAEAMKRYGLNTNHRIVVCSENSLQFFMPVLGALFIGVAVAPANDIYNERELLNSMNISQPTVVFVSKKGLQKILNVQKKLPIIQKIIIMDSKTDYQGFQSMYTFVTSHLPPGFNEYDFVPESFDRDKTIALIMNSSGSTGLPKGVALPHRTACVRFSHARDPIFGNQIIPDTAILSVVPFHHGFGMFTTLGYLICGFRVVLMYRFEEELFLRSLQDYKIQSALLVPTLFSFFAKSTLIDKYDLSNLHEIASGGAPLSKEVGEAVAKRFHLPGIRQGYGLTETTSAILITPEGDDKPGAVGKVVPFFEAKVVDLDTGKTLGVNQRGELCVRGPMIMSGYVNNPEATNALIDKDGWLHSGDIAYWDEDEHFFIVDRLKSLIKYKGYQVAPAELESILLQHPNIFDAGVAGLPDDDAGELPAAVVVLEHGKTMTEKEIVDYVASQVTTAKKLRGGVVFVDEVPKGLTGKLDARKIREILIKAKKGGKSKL
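Purified P. pyralis luciferase, 10 nM final, with Km-level 10 uM D-luciferin and 10 uM ATP in 50 mM Tris acetate pH 7.5, 10 mM Mg acetate, 0.01% Tween-20, 0.05% BSA; 6-point qHTS titration about 60 µM downward; luminescence read.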
Rab9 prom act: activators of Rab9 promoter | Huh7 Rab9 promoter-luciferase reporter, luminescence, 24 h | Potency, µM (doses to about 9.22 µM), without a hit: top-dose activation, negative = inhibition, actives largely listed as activators | actives 2.8% (n = 320,000) | AID 485297; further: potency means the concentration at half of the fitted maximal effect; % of control where 0% means no effect; nearly all actives have a fitted effect of over 60% in size
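Promoter activation is measured as luciferase luminescence in Huh7 cells stably transfected with a Rab9 promoter–luciferase construct, following 24 h compound exposure at 37 °C and 10 min reagent incubation at ambient temperature.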
Numbers without * were called inactive; ? = inconclusive; . = not tested or not shown; [ ] = remark or other dose. Unless noted, the call rests on the fitted dose curve; in most records, active means well fitted curve in the direction sought with a large enough effect; inconclusive means small, poorly fitted or top-dose-only effect, or another doubt; inactive means no such curve, though single readings can be large; an effect the other way counts as inactive or inconclusive.

SMILES | Gal4-VP16 FLuc | Giardia killer | ELG1 genotox | Menin-MLL TR inh | p53 reactivation | BRCA1 expr act | NPC1 promoter act | PKM2 act | RORgamma inh | FLuc counter | Rab9 prom act
O=C(CNS(=O)(=O)c1ccccc1)NCc1ccccn1 | -1.8% | -21.4 | -2.0% | 4.8% | 8.4% | 0.4% | -0.2% | -0.5% | 23.0% | 1.8% | -7.9%
O=C(N/N=C/c1ccc2c(c1)OCO2)C1CC1 | 4.0% | 41.8[activator] | ? | . | ? | 7.94µM* | ? | -2.2% | 8.4% | ? | ?
CCc1nc2nc(C)c(NS(=O)(=O)c3ccc(Cl)s3)c(=O)n2[nH]1 | -6.1% | 5.7 | 0.8% | 11.2% | -1.3% | 6.6% | -0.5% | 10.8% | -17.5% | -0.8% | -5.1%
CC1(C)CC(O)(CNCc2ccc3c(c2)OCO3)CCO1 (centres undefined) | -6.5% | 7.7 | -1.9% | 9.9% | -4.9% | -2.2% | 0.6% | -2.0% | -3.6% | -1.1% | 0.4%
O=C(CC1Sc2ccccc2NC1=O)Nc1cccc(-c2nnc3n2CCCCC3)c1 (centres undefined) | -6.0% | 3.3 | 4.1% | -15.5% | 8.6% | -4.2% | -1.2% | 2.1% | 33.2% | ? | 11.7%
CCCCN1C(=O)NC2NC(=O)NC21 (centres undefined) | 0.2% | -11.8 | 1.3% | 6.5% | 1.6% | 2.3% | 0.9% | -2.5% | 15.3% | 4.9% | -3.3%
COc1cc(/C=C(/C#N)C(=O)NCc2ccccc2)cc(OC)c1OC | ? | -17.7 | 6.7% | 4.3% | -165.7%[inhibitor] | -3.0% | -0.5% | -5.0% | -21.4% | -3.6% | -1.7%
CN(C)c1ncc([N+](=O)[O-])cc1C(F)(F)F | 17.3% | 4.9 | -1.6% | . | -2.6% | 1.6% | -3.5% | 6.3% | 16.0% | 3.9% | 0.7%
CNC(=O)/C(C#N)=C/c1c(N2CC(C)OC(C)C2)nc2ccccn2c1=O (centres undefined) | 0.7% | -27.6 | 2.1% | -10.6% | -8.1% | -0.3% | 0.9% | -27.3% | -11.2% | -1.9% | -11.6%
COc1ccc(C(=O)NC(=S)N(C)Cc2ccccc2)cc1Br | 0.708µM* | -3.4 | -0.9% | 2.0% | 13.5% | 2.9% | -5.7% | 0.7% | 0.398µM* | -19.0% | -6.3%
COc1ccccc1NS(=O)(=O)c1cc(NC(=O)c2[nH]c(C)c(C(C)=O)c2C)ccc1N1CCOCC1 | 14.3% | -12.5 | 15.5% | . | -3.3% | -82.2% | -1.1% | 15.8µM* | 0.0% | 0.9% | -0.5%
CCCCNC(=O)c1c(CSc2ccccc2)noc1C(=O)NCc1ccccc1 | 0.1% | 8.9 | 0.9% | . | -1.5% | 0.0% | 0.5% | 2.0% | -15.6% | -1.0% | -8.8%
Cc1ccc(CNC(=O)COc2ccc(S(=O)(=O)NC(C)C)cc2)cc1 | -6.3% | 0.3 | 1.3% | -11.8% | -2.4% | -34.2% | 1.5% | 1.2% | 1.4% | -0.3% | -2.7%
Cc1cccc(C)c1Nc1nnc(SCC(=O)c2ccc3c(c2)NC(=O)CO3)s1 | -1.2% | 2.2 | -0.1% | -4.4% | -10.0% | -20.8% | -1.8% | 0.8% | 1.2% | -1.2% | -2.8%
COC(=O)/C(=C\Nc1ccc(Oc2ccc(F)cc2F)nc1)NC(=O)c1ccccc1 | 0.8% | -9.3 | 9.6% | . | 1.6% | -23.7% | 1.1% | 3.8% | -6.5% | 2.2% | -2.2%
CCOC1=NC(C(=O)O)c2ccccc2/C(=C(/C)Cl)N1 (centres undefined) | -3.1% | 13.6 | 2.1% | -0.2% | -3.1% | 1.7% | -1.0% | -5.8% | 12.6% | -1.8% | -2.7%
C=CCN1C(=O)C2C(C(=O)NC)C3C=CC2(O3)C1C(=O)NCc1ccc(OC)cc1 (centres undefined) | -1.9% | -5.9 | -0.1% | -8.6% | 12.4% | -13.3% | 0.6% | 2.3% | -2.5% | 1.2% | 13.0%
Cc1ccc(C(=O)Nc2cccnc2)cc1NC(=O)c1ccco1 | -0.7% | -5.0 | -1.7% | 1.8% | 0.1% | 61.2% | -2.9% | 9.1% | 0.7% | 4.3% | -6.7%
O=C(CCc1nc2ccccc2c(=O)[nH]1)NCc1cccc(Cl)c1 | 1.7% | -2.8 | 8.7% | -3.3% | -9.6% | -47.0% | 0.7% | -8.5% | -17.9% | 1.8% | -1.4%
C#CCOCCOCCOCCNc1nc(N2CCN(C(=O)[C@H](CCCCN)n3cc(CC(C)O)nn3)CC2)nc(N2CCN(C(=O)[C@H](CCCCN)n3cc(CC(C)O)nn3)CC2)n1 (some centres undefined) | . | 12.1 | 0.6% | . | -5.4% | 1.9% | -1.7% | . | . | 3.1% | 1.5%
CC1=NNC(=O)C1Cc1ccc(F)cc1 (centres undefined) | 6.0% | 5.8 | 2.2% | . | -2.5% | 0.6% | 0.7% | -0.6% | -0.9% | -1.6% | -0.4%
Cc1ccc(NC2CC(=O)N(c3ccc(N4CCCCC4)cc3)C2=O)cc1 (centres undefined) | 0.1% | -2.0 | 3.6% | ? | -7.8% | -1.9% | -5.8% | 0.3% | 2.6% | -8.6%[2.3 µM] | 0.5%
Cc1ccc(N2CCN(C(=O)c3cccc([N+](=O)[O-])c3)CC2)cc1Cl | -26.3% | -6.8 | -3.7% | -23.7% | 5.6% | -6.5% | -0.3% | -14.8% | 21.9% | -0.2% | -4.2%
COC(=O)NNC(=O)COc1ccc(Cl)cc1 | 0.7% | -1.1 | -0.4% | 4.1% | 2.5% | 5.4% | -3.3% | 0.0% | 6.3% | -0.5% | -2.0%
CCOC(=O)CN(C)S(=O)(=O)c1ccc(-c2cc(C(=O)OC)sc2C(F)(F)F)cc1 | -4.6% | 25.3 | -3.3% | . | -0.2% | -37.9% | -9.6% | 2.2% | ? | -3.3% | 0.8%
CCOc1ccc(C2C(C#N)=C(N)N(N(C)C)C3=C2C(=O)CCC3)cc1 (centres undefined) | 5.5% | -13.4 | -0.2% | 12.9% | -7.3% | 7.8% | -1.1% | . | -9.6% | 1.8% | 4.0%
CCc1ccc2c(CN3CCN(S(=O)(=O)c4ccc5c(c4)OCCO5)CC3)cc(=O)oc2c1 | -1.3% | -5.9 | -8.6% | 2.1% | -18.5% | -35.1% | 3.1% | 9.5% | 28.6% | -0.2% | 3.7%
O=c1cnc2cc([N+](=O)[O-])ccc2[nH]1 | 5.2% | -8.7 | -5.2% | -2.2% | 0.4% | 15.7% | -0.1% | 8.8% | -35.4% | 5.9% | -3.4%
Cc1cc(O)ccc1-c1cnc2ccccc2n1 | -20.2% | -10.4 | ? | ? | ? | 93.3% | 6.5% | 2.9% | 14.1% | ? | 22.3%
O=C(Nc1ccccc1)N1CCOCC1 | -3.8% | -1.4 | 1.3% | 24.9% | 4.1% | 4.0% | -4.9% | -3.0% | -5.4% | 0.5% | 3.7%
CSc1ncc(Cl)c(C(=O)Nc2nnc(SC/C=C/c3ccccc3)s2)n1 | -14.3% | 8.7 | -4.4% | ? | 15.9% | -7.6% | 2.8% | -11.7% | 1.7% | -8.2% | 13.7%
CC(=O)N/N=C/c1cc2c(cc1[N+](=O)[O-])OCO2 | 1.6% | 12.8 | 2.3% | 0.7% | -0.9% | 0.0% | -0.7% | 0.4% | -16.9% | 0.3% | -1.2%
COc1cccc(NC(=O)COc2cccc3c2CCNC3=O)c1 | . | 21.5 | 11.3% | . | 4.8% | -19.1% | -2.4% | . | . | -23.7% | -1.3%
COc1ccc(CCNc2nnc(Sc3nnnn3-c3ccccc3)s2)cc1OC | 8.7%[0.365 µM] | 5.7 | . | 0.4% | . | -86.8% | -13.4% | 5.8% | ? | 1.1% | -33.0%[inhibitor]
COc1ccc(-c2cc(C(=O)Nc3ccc(F)cc3F)no2)cc1 | 3.9% | 7.3 | -1.1% | 5.0% | 6.9% | -8.2% | -1.3% | . | -18.3% | -3.1% | 1.4%

Random excerpt: two compounds from above.
SMILES | Gal4-VP16 FLuc | Giardia killer | ELG1 genotox | Menin-MLL TR inh | p53 reactivation | BRCA1 expr act | NPC1 promoter act | PKM2 act | RORgamma inh | FLuc counter | Rab9 prom act
O=C(CNS(=O)(=O)c1ccccc1)NCc1ccccn1 | -1.8% | -21.4 | -2.0% | 4.8% | 8.4% | 0.4% | -0.2% | -0.5% | 23.0% | 1.8% | -7.9%
COc1cccc(NC(=O)COc2cccc3c2CCNC3=O)c1 | . | 21.5 | 11.3% | . | 4.8% | -19.1% | -2.4% | . | . | -23.7% | -1.3%

This is a subset, so the mix of outcomes need not match the whole.
